CAL PDZ inh: inhibitors of human CAL PDZ peptide binding; Q9HD26; purified CAL PDZ, TMR-peptide fluorescence polarization, 1 h; inhibition, % at 20 µM; 0.02% of 330,000 active; AID 504414;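 active means highest replicate inhibition of at least 40%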;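 further: plate controls were DMSO neutral control wells for no effect and unlabeled competitor peptide control wells for full effect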
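Test system: tagged CAL PDZ domain / Buffer or medium: sodium phosphate/NaCl buffer pH 7.4 with TCEP, IgG, Thesit / Reagent: TMR-labelled reporter peptide T*-PRC34 bound in PDZ groove / Compound dosing: single point, 20 µM / Schedule: 1 h incubation at room temperature before polarization reading / Technique: fluorescence polarization (mP) / Benchmarks: unlabelled peptide, DMSO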
AddAB inh: less growth of phage-infected E. coli with AddAB; E. coli expressing H. pylori AddAB, absorbance growth; inhibition, % at 11.9 µM; 0.29% of 330,000 active; AID 435030; in the data active means inhibition above about 12%;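 further: 0% = vehicle wells of infected cells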
DAGLB inhibitor: blocks human DAGLB lipase activity; HEK293T DAGLB membrane lysate, EnzChek fluorogenic substrate; inhibition, % at 5.17 µM; 0.059% of 340,000 active; in the data active means inhibition above about 34%;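 further: 0% = enzyme with vehicle and 100% = wells lacking enzyme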
Target sequence (Q8NCG7 whole entry, looked up): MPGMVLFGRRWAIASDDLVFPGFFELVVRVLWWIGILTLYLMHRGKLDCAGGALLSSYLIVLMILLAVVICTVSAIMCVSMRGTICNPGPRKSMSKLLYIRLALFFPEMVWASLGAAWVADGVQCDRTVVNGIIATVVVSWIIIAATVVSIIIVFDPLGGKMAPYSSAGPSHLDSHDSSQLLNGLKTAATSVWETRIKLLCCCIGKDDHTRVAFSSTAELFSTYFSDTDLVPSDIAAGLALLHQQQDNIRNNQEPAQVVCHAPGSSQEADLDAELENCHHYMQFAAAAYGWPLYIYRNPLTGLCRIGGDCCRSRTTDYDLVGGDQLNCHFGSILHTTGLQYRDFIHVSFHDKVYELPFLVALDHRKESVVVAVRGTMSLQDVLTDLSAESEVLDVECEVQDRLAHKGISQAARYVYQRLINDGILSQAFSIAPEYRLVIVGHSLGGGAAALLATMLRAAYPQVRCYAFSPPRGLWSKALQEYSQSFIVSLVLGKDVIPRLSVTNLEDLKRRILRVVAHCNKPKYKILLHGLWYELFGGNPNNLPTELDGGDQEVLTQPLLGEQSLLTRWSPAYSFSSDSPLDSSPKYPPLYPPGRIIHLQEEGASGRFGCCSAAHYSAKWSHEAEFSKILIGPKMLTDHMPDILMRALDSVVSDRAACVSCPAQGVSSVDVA
PfHsp90 set2: growth inhibition of yeast expressing Plasmodium Hsp90. S. cerevisiae expressing PfHsp90, BacTiter-Glo ATP, 48 h; yeast lacking PDR1 and PDR3 efflux regulators. inhibition, % at 9.4 µM. 0.32% of 310,000 active. AID 504621;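 active means every replicate shows inhibition above about 80%, whatever the replicate mean, limit read from the data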;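 further: 0% = DMSO neutral controls and 100% = 20 µM radicicol positive controls; yeast relying on Plasmodium falciparum Hsp90 in place of its own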
Ecoli viability: bacterial growth inhibition, counter-screen for AddAB inhibitors; inhibition, % at 11.9 µM; 0.27% of 330,000 active; E. coli V3065 growth, OD600 absorbance, 18 h;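 active means inhibition above the campaign's mean inhibition across all tested compounds plus 3 SD, cut at about 9.9% in these data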;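 further: uninfected addAB+ strain grown without phage in ampicillin broth; 0% = DMSO wells and 100% = ciprofloxacin 0.95 µg/ml wells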
Tat transport: E. coli Tat transport inhibition; inhibition, % at 10 µM; 0.036% of 340,000 active; E. coli MC4100 TorA-mCherry Tat export, fluorescence;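 active means mean replicate inhibition at least 50% and at least half of replicates individually reaching 50%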;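 further: exported cargo escapes ClpAP degradation while cytoplasmic cargo is degraded and loses fluorescence; 0% = median of neutral control wells and 100% = median of NaSCN control wells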
phage Ecoli inh: E. coli growth loss with phage present. growth absorbance. inhibition, % at 11.9 µM. 0.26% of 360,000 active; in the data active means inhibition above about 11%
PvdQ acylase: P. aeruginosa PvdQ acylase inhibition | purified PvdQ acylase, fluorescence plate reader | inhibition, % at 10 µM | 0.063% of 340,000 active; in the data active means inhibition above about 30%, passing the limit was not always enough;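 further: 0% = vehicle neutral wells and 100% = reference inhibitor wells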
Wnt bcat act: Wnt/beta-catenin pathway activation. Wnt/beta-catenin reporter cell assay, activator, plate reader. 1.2% of 300,000 active. activation, % at 9.35 µM. AID 743398; in the data active means activation above about 30%, passing the limit was not always enough;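 further: 0% = neutral control wells and 100% = positive control wells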
Rtt109 Vps75: blocks Candida albicans Rtt109/Vps75 acetyltransferase activity; Q5AAJ8; purified Rtt109/Vps75, ThioGlo CoA-SH fluorescence, 4 h; inhibition, % at 34.9 µM; 0.16% of 330,000 active; AID 540336;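 active means inhibition of at least 50% in every replicate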
Target sequence (Q5AAJ8 whole entry, looked up): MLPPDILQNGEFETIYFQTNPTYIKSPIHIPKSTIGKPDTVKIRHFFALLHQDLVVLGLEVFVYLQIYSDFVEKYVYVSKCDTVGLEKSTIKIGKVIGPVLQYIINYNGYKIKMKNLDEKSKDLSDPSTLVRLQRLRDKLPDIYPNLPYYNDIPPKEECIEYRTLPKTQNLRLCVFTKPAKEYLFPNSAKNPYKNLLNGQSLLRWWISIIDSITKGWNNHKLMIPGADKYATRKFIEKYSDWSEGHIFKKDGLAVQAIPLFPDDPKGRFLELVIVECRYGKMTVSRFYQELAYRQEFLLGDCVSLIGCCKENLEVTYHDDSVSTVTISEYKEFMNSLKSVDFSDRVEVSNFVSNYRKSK
* marks the source's active call; other numbers are inactive results; x = no result given.

SMILES	CAL PDZ inh	AddAB inh	DAGLB inhibitor	PfHsp90 set2	Ecoli viability	Tat transport	phage Ecoli inh	PvdQ acylase	Wnt bcat act	Rtt109 Vps75
C/C(=N\NC(=O)CC1(C)OCCO1)c1cccs1	-0.4	2.9	1	-9	2.5	-14	0.2	18	0	-5
Cc1ccc(S(=O)(=O)n2nc(C)c(C#N)c2N)cc1	-2.8	0.6	2	-7	-2.4	5	2.4	0	0	1
Cc1ccc(-n2c(SCC(=O)Nc3cc(S(=O)(=O)N4CCOCC4)ccc3Cl)nc3ccccc3c2=O)cc1	-1.1	1.4	-1	-26	-1.5	-4	2.5	3	2	2
COc1ccccc1NC(=O)c1cc[n+](C)cc1	15	0.9	0	8	0.8	6	-0.4	-4	-2	-5
COc1ccc(NC(=S)N2CCC(NC(=O)c3cccc(F)c3)CC2)cc1	-2.4	1.7	1	-12	-2.8	11	2.7	3	1	20
Cc1cc(CCCCCCCCc2cc(C)cc(=O)o2)oc(=O)c1	-1.7	0.3	-4	15	0.3	4	3.1	-10	x	-3
CCOC(=O)c1cnc(-n2nc(C)cc2C)nc1NNc1cc(C)nc(-c2ccccc2)n1	-2.5	1.3	-2	-37	-1.6	-1	3.7	13	-4	10
Nc1nnnn1/N=C/c1cccc(Oc2ccccc2)c1	0.3	4.6	0	24	2.8	-7	2.7	-14	x	-6
Nc1ccccc1C(=O)Nc1ccc(Cl)cc1Cl	-1.2	1.6	-3	-7	-1.2	-1	-0.2	9	10	0
Fc1ccc(N2CCN(c3ncnc4c3nnn4Cc3ccccc3Cl)CC2)cc1	-1.3	4.6	-2	10	1.0	-1	-1.8	-18	x	-2
Cc1ccc(C(=O)NC23CC4CC(CC(C4)C2)C3)c(Cl)c1	-0.7	3.7	-7	9	-1.6	-4	0.0	-14	1	1
COc1ccc(CCN2C(=O)c3[nH]nc(-c4ccccc4O)c3C2c2cccc(O)c2)cc1OC (stereo not drawn)	-2.8	-1.6	0	-38	-1.1	0	3.5	-10	-5	32

Structural class: those above with fluorine (2)
SMILES	CAL PDZ inh	AddAB inh	DAGLB inhibitor	PfHsp90 set2	Ecoli viability	Tat transport	phage Ecoli inh	PvdQ acylase	Wnt bcat act	Rtt109 Vps75
COc1ccc(NC(=S)N2CCC(NC(=O)c3cccc(F)c3)CC2)cc1	-2.4	1.7	1	-12	-2.8	11	2.7	3	1	20
Fc1ccc(N2CCN(c3ncnc4c3nnn4Cc3ccccc3Cl)CC2)cc1	-1.3	4.6	-2	10	1.0	-1	-1.8	-18	x	-2

The list continues.
SMILES	CAL PDZ inh	AddAB inh	DAGLB inhibitor	PfHsp90 set2	Ecoli viability	Tat transport	phage Ecoli inh	PvdQ acylase	Wnt bcat act	Rtt109 Vps75
Cc1ccc(S(=O)(=O)Cn2nnnc2CN(Cc2ccco2)CC2CCCO2)cc1 (stereo not drawn)	-1.0	-2.4	-2	7	3.2	4	0.2	-13	x	2
O=c1c(Cl)cc(Cl)nn1-c1ccccc1	-0.4	-0.8	0	-6	-0.9	-9	7.9	-3	-1	-1
O=C(Nc1ccc(-n2nncc2-c2ccco2)cc1)c1cc2ccccc2oc1=O	-1.7	3.2	5	-34	-0.3	-1	x	-9	0	-6
COc1ccccc1-c1noc(-c2ccccc2C(=O)NCC2CCCO2)n1 (stereo not drawn)	-2.2	2.9	-5	16	1.4	-3	4.2	-9	1	8
CCOc1cccc(-c2c(C(=O)N/N=C/c3ccc(C)s3)nnn2-c2nonc2N)c1	-1.1	0.4	-1	-3	2.0	5	2.2	-23	4	4
C/C(=N\NC(=O)CC(C)C)c1c(C(F)(F)F)[nH]n(-c2nc3ccccc3s2)c1=O	-1.9	2.0	5	29	1.0	5	0.6	0	6	10
Cc1ccc(CNC(=O)CCn2cc(-c3ccc(F)cc3)nc2-c2ccncc2)cc1	-0.7	0.5	-4	12	-1.2	-1	2.5	0	-5	8
COc1ccc(C(=O)c2cc(OC)c(OC)c(OC)c2)cc1OC	-0.7	x	-1	x	x	0	0.0	-12	-12	-1
COc1ccc2c(c1OC)c(=O)n1c3ccc(OC(C)C(=O)NCCN4CCOCC4)cc3c3ccnc2c31 (stereo not drawn)	-0.5	3.7	-1	2	-1.8	2	0.6	-6	-2	-251
CCOC(=O)c1c(CN2CCN(CCO)CC2)n(C)c2cc(Br)c(OC)cc12	-3.9	1.1	3	12	-2.6	1	-0.4	-7	x	-10
O=S(=O)(c1ccccc1)N1CCCN(S(=O)(=O)c2ccccc2)CC1	-0.2	0.6	0	-10	1.3	-5	0.2	-13	0	-2
O=C(NNC(=O)c1cccc(S(=O)(=O)N2CCc3ccccc32)c1)c1ccccc1	0.1	x	3	14	x	-3	1.8	5	-1	22
Cc1ccc(C)c(S(=O)(=O)N2CCCOC2CNC(=O)C(=O)NCCN2CCOCC2)c1 (stereo not drawn)	-0.7	-2.8	-2	37	2.6	-5	1.4	-7	-2	-9
O=C(NC1CCN(C(=O)N2CCOCC2)CC1)c1ccccc1	-0.8	0.6	0	-13	-3.0	11	3.2	-14	-4	-12
O=C(NCCO)c1nc(C(=O)c2ccccc2)c2ccccc2n1	-2.6	3.4	1	9	-0.4	0	1.9	-10	3	-14
COc1ccc(Oc2ccc(N/C=C3\CCCC3=O)cc2)cc1	0.5	2.8	-6	-3	-1.3	-4	2.8	-6	x	0
COC(=O)c1cc(NC(=O)CC2Oc3ccccc3NC2=O)cc(C(=O)OC)c1 (stereo not drawn)	-2.3	1.8	-1	-20	-1.8	-2	0.5	-6	-1	-2
CCCCC(=O)NC1(C(F)(F)F)NC(=O)N(Cc2ccccc2)C1=O (stereo not drawn)	-0.1	2.2	-2	x	2.6	-5	-1.7	-13	-1	-3
Cc1ccc(OCC(=O)Nc2ccc(N3CCOCC3)cc2)c([N+](=O)[O-])n1	-1.2	0.3	1	15	2.6	-1	-0.3	-9	-2	2
CCOc1ccc(NC(=O)CSc2nnc(-c3ccncc3)n2CC2CCCO2)cc1 (stereo not drawn)	-0.8	1.0	1	-6	0.6	8	3.7	-10	-4	-4
COc1ccccc1C(=O)Nc1ccc(C(=O)O)cc1	x	2.8	-7	x	-1.3	1	6.3	6	x	-18
O=C(Cc1ccc(Br)cc1)NC1CCCCC1	-0.7	-2.3	0	-4	-2.6	4	2.6	-5	20	-14
CCC(CC)C(=O)NCCCCc1ccccc1	-0.2	3.1	1	7	-0.3	-9	0.7	4	-3	4
CCNc1nc(NCC)nc(SCCOC(=O)Nc2ccc(Cl)cc2Cl)n1	-1.7	1.3	-5	6	-0.7	-3	4.4	0	-10	2
COC(=O)CNC(=O)Cn1ccc2ccccc2c1=O	0.1	2.6	0	41	-0.8	9	-0.2	-7	x	-29
O=C(CN1CCCCC1)N1N=C(c2cccs2)CC1c1cccs1 (stereo not drawn)	-2.7	0.0	0	x	-2.1	2	2.7	-3	-2	11
CC(C)(C)NC(=O)C(c1ccc(O)cc1)N(C(=O)CCC(=O)Nc1nccs1)c1ccccc1F (stereo not drawn)	0.5	1.0	0	22	-3.3	-5	6.9	-3	0	-8
C#CCNC(=O)C1=C[C@@H](C2CC2)[C@H](CCCO)[C@@H](OCC)O1	-0.4	-0.1	-1	-3	-2.2	-3	1.9	-6	-4	1
Cc1csc(NS(=O)(=O)c2cccc([N+](=O)[O-])c2)n1	-1.4	2.2	3	-19	-0.6	3	3.2	-5	-1	-5
N#C[C@]1(S(=O)(=O)c2ccccc2)C[C@@H]2ON=C(c3cccc(Br)c3)[C@@H]2C1	-0.4	1.9	-6	-9	0.2	1	-1.0	-5	-4	-24
COC(=O)[C@@H]1C(c2ccccc2)(c2ccccc2)[C@@]1(C)C(=O)OC	-0.7	3.9	-3	-20	0.9	-1	3.6	-5	x	0
COC(=O)c1ccc(Cn2cnc3ccccc3c2=O)cc1	-1.5	1.6	-1	x	-1.5	-12	0.5	-3	x	x
CCn1cc(C(=O)NCCN(C)CCc2ccccc2)c(=O)c2cc(S(=O)(=O)N(C)C)ccc21	-1.5	1.8	3	x	1.9	-2	1.7	-12	x	-1
O=C(CN1C2=NCCN2c2ccccc21)c1ccc(Br)s1	-1.2	0.9	0	-21	2.0	-6	5.4	-8	-5	11
O=C(CN1C(=O)COc2ccccc21)NCc1ccccn1	0.0	1.0	-1	x	-1.7	-3	0.2	-16	x	7
O=C(O)c1ccccc1Nc1ccnc(C(F)(F)F)c1	-0.7	0.8	2	22	-2.1	-1	1.6	-19	-1	-2
C/C(CC(=O)Nc1cc(C)ccn1)=N\NC(=O)C(=O)NC(C)C	-0.6	1.3	x	-40	-1.3	-2	4.7	-4	-2	9
CC(=O)N1CCCc2ccccc21	-3.1	3.7	1	x	4.3	-5	1.0	-19	-2	-3
COC(=O)c1sc2ncccc2c1OCc1ccc(Cl)cc1Cl	0.8	3.1	-11	-20	0.9	4	-1.1	-7	-3	-7
Cc1nc(Cl)c2c(n1)NC1=C(O2)C(=O)CCC1	-2.9	2.8	-4	-15	2.1	2	3.0	-8	-4	1
O=C(O)c1cccc(Nc2nc(Nc3ccccc3)nc(N3CCCC3)n2)c1	x	2.8	10	-1	-2.4	-5	1.7	1	7	-4
COc1cccc(Nc2ccc([N+](=O)[O-])c3nonc23)c1	-0.6	5.1	19	-15	2.2	-1	-1.2	-4	3	-5
COc1ccccc1-n1c(-c2ccccc2)c[nH]c1=S	-2.0	x	-3	0	x	-6	0.8	-4	4	5
O=C(CSc1nnc(Cc2ccccc2)n1-c1cccc(Cl)c1)NNC(=O)Cc1ccccc1	-1.9	0.5	1	-16	3.2	1	2.4	15	x	3
CCc1nc(N[C@H](C(=O)O)C(C)C)c2oc3ccccc3c2n1	-1.9	-1.0	1	1	0.1	-1	2.9	-17	6	-8
COc1cc(OC)c(C2=NOC(C(=O)Nc3c(C)n(C)n(-c4ccccc4)c3=O)C2)cc1Cl (stereo not drawn)	-1.4	0.6	-1	5	0.2	10	2.1	-5	-2	-11
CSCCC(NS(=O)(=O)c1ccc(C)cc1C)C(=O)Nc1cccnc1 (stereo not drawn)	0.7	-0.4	-1	x	2.4	-7	-1.0	-16	-2	5
CCN(CC)C(=S)SCC(=O)Nc1ncc2c(n1)CC(C)(C)CC2=O	x	2.8	x	x	-0.4	x	-2.5	x	-2	x
CCN(CC(=O)Nc1ccccc1OC)C(=O)c1ccc(NC(=O)c2cccs2)cc1	-1.0	-0.9	0	-4	1.2	-3	-0.4	-7	3	-16
CC(C)(C)c1cc(CN(CCO)CCO)cc(C(C)(C)C)c1O	x	0.2	-4	10	0.2	3	1.6	-7	x	-2
C=CCSC1=Nc2cc(OC)c(OC)cc2C2=NC(=O)CN12	-1.6	x	0	3	x	0	3.9	5	0	-1
CCCN(CC1CC1)c1nc(C)nc(Nc2c(Cl)cc(Cl)cc2Cl)c1Cl	-1.7	0.0	-21	-19	-1.5	5	4.6	-2	-16	1
CCOC(=O)C1CCN(C(=O)CCCCn2c(=O)[nH]c3ccccc3c2=O)CC1	0.1	1.5	2	6	-2.1	8	3.2	-21	x	-32
O=S(=O)(c1ccc2c(c1)OCCO2)N1CCC(n2nnc3cc(C(F)(F)F)ccc32)CC1	-1.6	-0.1	-6	20	-1.9	0	1.5	-24	x	-3
Cc1cccnc1NC(=O)Cn1nc(-c2ccccc2)oc1=S	0.0	2.0	-4	6	0.7	8	1.7	7	x	-12
O=C(COC(=O)c1ccc(Cl)cc1Cl)Nc1cccc(S(=O)(=O)NC2=NCCC2)c1	-0.4	3.0	0	x	0.2	0	-1.4	-4	-2	-1
CCOC(=O)C1=C(C)NC(C)=C(C(=O)OCC)C1C(=O)OCC(=O)NC1(C#N)CCCCC1	-2.1	-1.7	0	x	2.8	6	2.8	2	-2	44

Screens as filed in PubChem.
